Assay outcomes deposited in PubChem by several laboratories.
MEKK2 WT-MEK5: raises or lowers MEK5 binding to wildtype human MEKK2 PB1 domain | bead flow cytometry, Alexa488-MEK5 binding to MEKK2 WT; actives lie on both sides | binding response (% of control), % at 10 µM | Q9Y2U5 | actives 1.1% (n = 290,000); in the data active = binding response below about 67% or above about 130%
HCV NS3 hel inh: inhibitors of Hepatitis C virus NS3 helicase; actives 0.56% (n = 290,000); NS3 helicase DNA unwinding, Cy5 molecular beacon fluorescence; inhibition, % at 10.9 µM;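 active = inhibition above the mean of all tested compounds plus 3 SD, set per campaign, cut at about 35% in these data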;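 note: 0% = DMSO wells and 100% = thioflavine S control wells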
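Assay system – hepatitis C virus NS3 helicase domain fragment enzyme · Buffer or medium – MOPS pH 6.5, MgCl2, DTT, Tween20, BSA · Reagent – Cy5/quencher beacon DNA duplex and ATP to start · Compound – single 10.9 µM dose · Timing – 1 h at 25 °C · Technique – Cy5 beacon fluorescence read at start and 1 h · Measure – % inhibition of unwinding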
UBC9 SUMO inh: inhibitors of human SUMOylation (UBC9); AID 2006; actives 0.36% (n = 290,000); P63279; inhibition, % at 35 µM; HTRF SUMOylation assay, SAE1/SAE2 + UBC9, in vitro; in the data active = inhibition above about 50%, passing the limit was not always enough; note: strong numbers were not always called active
Target sequence (P63279 whole entry, looked up): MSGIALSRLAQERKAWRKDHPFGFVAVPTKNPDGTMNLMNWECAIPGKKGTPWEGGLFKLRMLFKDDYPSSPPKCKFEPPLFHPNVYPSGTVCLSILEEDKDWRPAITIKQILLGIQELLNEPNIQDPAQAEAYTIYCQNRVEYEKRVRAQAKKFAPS
DNA FID counter: counter-screen for HCV NS3 helicase inhibitors: DNA intercalator displacement; DNA fluorescent intercalator displacement, fluorescence; inhibition, % at 7.9 µM; actives 0.17% (n = 290,000); AID 1845; in the data active = inhibition above about 37%;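 note: 0% = vehicle and 100% = reference compound; higher means more ethidium bromide displaced from hairpin DNA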
CRFR2-BP ag: agonists of human CRF-binding protein/CRF-R2 receptor complex; HEK293 CRF-R2/CRF-BP, calcium dye fluorescence (FLIPR); percent of saturating CRF peptide response; activation, % at 13.2 µM; actives 0.46% (n = 350,000);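 active = activation of at least 50%, plus an integration ratio under a set limit after plate pattern correction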;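 note: plate controls were neutral control wells without compound for no effect and CRF at EC100 for full effect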
MEKK3 PB1 HTS: raises or lowers MEK5 binding to the human MEKK3 PB1 domain | Q99759 | bead-based flow cytometry, Alexa488-MEK5 binding to MEKK3; actives lie on both sides; 0 = blocked by unlabeled MEK5, 100 = vehicle | binding response (% of control), % at 10 µM | actives 1.4% (n = 290,000) | AID 1529;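 active = binding response more than 3 SD above or below the average of its plate-row segment, actives on both sides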;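 note: Alexa488 bead fluorescence after subtracting the streptavidin-only scavenger bead signal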
MEKK2 mut-MEK5: signal of MEK5 binding to mutant human MEKK2 PB1 domain. bead flow cytometry, Alexa488-MEK5 binding to MEKK2 mutant. percent response, % at 10 µM. actives 0.35% (n = 290,000); in the data active = percent response above about 24%, passing the limit was not always enough; note: inactives centre near 1; some results filed as inactive read as strong as hits; reference of the scale not given here
CRFBP-R2 block: blocks CRF-induced signaling of the CRF-BP/CRF-R2 complex; HEK293 CRF-R2/CRF-BP, CRF-induced calcium fluorescence; actives 0.59% (n = 350,000); inhibition, % at 11.8 µM;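 active = inhibition of the ligand-induced calcium signal above about 50% at the single tested concentration, limit read from the data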
GalR3 antagonist: antagonists of human GalR3. AID 651719. inhibition, % at 3 µM. O60755. HEK293 GalR3-CNG cAMP membrane potential fluorescence; galR3 body fused to GalR1 C-terminus. actives 0.44% (n = 360,000);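 active = inhibition above the screen-wide average plus 3 SD, cut at about 13% in these data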;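 note: forskolin and galanin both at EC90 stimulate the cells; cAMP rise reported by CNG channel membrane potential dye signal; 0% = forskolin plus galanin with DMSO and 100% = forskolin alone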
Target sequence (O60755 1-299 limits assumed): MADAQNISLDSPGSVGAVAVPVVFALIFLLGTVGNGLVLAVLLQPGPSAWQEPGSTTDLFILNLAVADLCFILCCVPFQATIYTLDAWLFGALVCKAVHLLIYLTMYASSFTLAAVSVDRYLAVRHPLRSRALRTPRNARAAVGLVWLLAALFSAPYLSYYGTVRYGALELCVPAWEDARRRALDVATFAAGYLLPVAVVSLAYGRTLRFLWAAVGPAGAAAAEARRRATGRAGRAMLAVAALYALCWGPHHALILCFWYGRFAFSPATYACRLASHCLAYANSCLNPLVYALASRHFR
The depositor's hits bear a star; nt = no result given. These rows are one share of the data, so the mix of outcomes need not match the whole.

SMILES | MEKK2 WT-MEK5 | HCV NS3 hel inh | UBC9 SUMO inh | DNA FID counter | CRFR2-BP ag | MEKK3 PB1 HTS | MEKK2 mut-MEK5 | CRFBP-R2 block | GalR3 antagonist
COc1ccc(/C=C/C(=O)OCC(=O)Nc2cc(S(=O)(=O)N(C)C)ccc2Cl)cc1 | 93 | 9 | 4 | -7 | -1.1 | 103 | -5 | 4 | -5
COC(=O)Nc1ccc(S(=O)(=O)N2CCCc3ccccc32)cc1 | 96 | 2 | -2 | -11 | -2.0 | 102 | 0 | 8 | -10
O=C(N/N=C/c1c[nH]c2ccccc12)c1ccc(O)c(O)c1 | 92 | 23 | 0 | -2 | -0.6 | 94 | -2 | 8 | -7
O=C1c2ccccc2C(=O)N1CCCP(=O)(O)CCc1ccccc1 | 103 | 3 | 4 | -16 | -1.4 | 98 | 2 | 1 | -1
O=C(CCC(=O)N1CCCc2ccccc21)N1CCN(S(=O)(=O)c2ccccc2)CC1 | 116 | 5 | 12 | -25 | -2.7 | 112 | 15 | 0 | -2
CCCCN(C)S(=O)(=O)c1ccc(C(=O)N=c2sc3cc(NC(C)=O)ccc3n2C)cc1 | 97 | 24 | 15 | 0 | 3.4 | 95 | -4 | -2 | 3
CCOC(=O)/C=C/C(=O)OCC(=O)Nc1ccc(C)cc1 | 98 | -4 | -9 | 3 | -4.6 | 100 | -2 | 12 | -4
O=C(NC(=S)NCCSc1ccccc1)c1cccnc1 | 98 | -9 | 4 | -18 | -1.9 | 102 | 0 | -27 | 0
COc1cccc(-n2c(Cc3cc(=O)[nH]c(=O)[nH]3)nnc2SCC(=O)NC2CCCC2)c1 | 99 | -1 | 10 | -6 | 0.1 | 97 | -1 | -13 | -3
Cc1ccc2nc(SCC(=O)Nc3ccc(C(N)=O)cc3)[nH]c2c1 | 102 | 11 | 30 | -4 | 0.4 | 105 | -3 | -10 | -2
Cc1occc1C(=O)Nc1cccnc1 | 113 | 8 | -11 | -1 | 0.0 | 118 | 9 | -7 | -2
COC(=O)c1[nH]c2cc(OC)c(OC)cc2c1NC(=O)c1cccc(OC)c1 | 101 | -5 | 18 | -16 | -3.8 | 99 | 3 | 9 | 0
CC(C)C[C@H](N)c1cn([C@@H](CCCCN)C(=O)N2CCNCC2)nn1 | 109 | 3 | 2 | 36 | 0.3 | 107 | 11 | -15 | 0
CCOc1cc(NC(=S)NCCc2ccccc2)c(OCC)cc1NC(C)=O | 89 | -4 | 3 | 0 | -0.4 | 92 | -7 | 7 | -3
Cc1ccc(C(C)C)c(OCC(O)CN2CCc3ccccc3C2)c1 (centres undefined) | 122 | -46 | -8 | 24 | -1.0 | 100 | 5 | -6 | -12
CN(C)c1cccc2c(C=C(C#N)C#N)ccc(N(C)C)c12 | 99 | -8 | 54 | 9 | -0.7 | 104 | 3 | 8 | 4
C/C(=N\NC(=O)COc1ccc(C#N)cc1)c1ccccc1OC(F)F | 86 | 4 | -4 | -4 | -0.5 | 98 | 3 | -6 | 5
Cc1cc(C(=O)OCC(=O)NCc2ccco2)c(C)n1-c1ccc(F)cc1 | 103 | 2 | -5 | -15 | -3.1 | 103 | 0 | 16 | -3
COc1ccccc1N1CCN(C(=O)c2ccc(Cl)c(S(=O)(=O)N3CCCC3)c2)CC1 | 104 | 2 | -16 | -38 | -3.4 | 102 | 2 | -1 | -2
CCS(=O)(=O)c1ccc(Sc2nncn2C)c([N+](=O)[O-])c1 | 79 | 6 | 1 | -2 | 1.4 | 95 | -14 | -6 | 0
CSc1cccc(NC(=O)C2CCN(S(=O)(=O)c3cnc[nH]3)CC2)c1 | 100 | -6 | -4 | -5 | 1.1 | 98 | 0 | -1 | 2
CN1Cc2c(N3CCOCC3)nc(SCCC#N)c(C#N)c2CC1(C)C | 96 | -12 | 19 | 0 | 1.7 | 93 | -7 | -3 | 3
NS(=O)(=O)c1ccc(NC(=O)c2ccc(F)cc2F)c(NC(=O)c2ccc(F)cc2F)c1 | 102 | 2 | 2 | -14 | -1.6 | 100 | 6 | 9 | 2
CC(C)C(=O)N(Cc1ccccc1)S(=O)(=O)c1ccc2c(c1)oc(=O)n2C | 96 | -10 | -3 | -34 | 36 | 99 | 1 | -45 | 0
CCn1c(-c2ccccc2Cl)nn(CC(=O)Nc2ccccc2C)c1=S | 99 | -1 | 13 | -21 | -0.1 | 97 | 5 | 2 | 0

Continuation.
SMILES | MEKK2 WT-MEK5 | HCV NS3 hel inh | UBC9 SUMO inh | DNA FID counter | CRFR2-BP ag | MEKK3 PB1 HTS | MEKK2 mut-MEK5 | CRFBP-R2 block | GalR3 antagonist
CC(=O)Nc1cccc(NC(=O)CCNC(=O)c2ccc(Cl)cc2)c1 | 107 | -11 | 12 | -7 | 2.4 | 104 | 7 | 5 | -10
COc1ccccc1-c1noc(-c2ccccc2C(=O)NCC2CCCO2)n1 (centres undefined) | 107 | 5 | -2 | -26 | 2.2 | 103 | 4 | -16 | -6
Cc1c(-c2nc(N)nc(Nc3ccccc3F)n2)oc2ccccc12 | 102 | -68 | -8 | -16 | -0.4 | 103 | -2 | -8 | -5
N#Cc1cccc(C(c2nnnn2C2CCCC2)N2CCC(Cc3ccccc3)CC2)c1 (centres undefined) | 108 | -4 | 1 | -1 | 4.3 | 95 | 0 | -8 | 6
CCC(C)C(=O)Nc1nc2ccc(S(C)(=O)=O)cc2s1 (centres undefined) | 82 | 3 | -8 | 10 | -0.2 | 96 | -12 | -13 | 1
CCOC(=O)c1cc(-c2ccccc2)sc1NC(=O)c1cc(OC)c(OC)c(OC)c1 | 100 | 9 | 4 | -1 | -2.3 | 107 | -1 | -1 | -11
O=C(Nc1ccc(S(=O)(=O)NC2=NCCCCC2)cc1)c1ccccc1Cl | 103 | -14 | 9 | -11 | 0.6 | 104 | 10 | 5 | -6
O=C(Cc1ncc(C(F)(F)F)cc1Cl)N1CCN(c2ccccn2)CC1 | 98 | 9 | -14 | -18 | -1.8 | 98 | -8 | 6 | -5
CC(C)CC(=O)Nc1nnc(S(=O)(=O)N(C)Cc2ccco2)s1 | 96 | 55* | nt | -18 | -1.5 | 96 | 4 | -9 | nt
COCC(C)NCc1ccccc1C (centres undefined) | 89 | -1 | -2 | 4 | 1.1 | 86 | -10 | -16 | 1
CCc1ccc(CN2CCN(C(=O)c3cccc(OC)c3OC)CC2)cc1 | 99 | 0 | -17 | -20 | 1.5 | 91 | 1 | 16 | 98*
COc1ccc(Cc2noc(CN3CCN(Cc4csc(C)n4)CC3)n2)cc1OC | 103 | 3 | 10 | -11 | 0.7 | 103 | 4 | -3 | 1
CCCN(CCC)CCNC(=O)c1cc2c(-c3ccc(Cl)cc3)nn(C)c2s1 | 184* | -56 | 20 | 20 | -1.8 | 106 | 42* | 2 | -11
COc1ccc(-c2nnc(Sc3nc4ccccc4o3)c3ccccc23)cc1 | 93 | -5 | -3 | -12 | 0.1 | 104 | 4 | 5 | -9
CCCC(=O)Nc1ccc(Cl)c(NC(=O)c2cccnc2)c1 | 106 | 0 | -13 | -3 | 0.0 | 100 | 3 | -14 | -4
c1cc2c3c(cccc3c1)C(N1CCOCC1)=N2 | 99 | 3 | 48 | 0 | 13 | 103 | 1 | 12 | -7
CC(=O)N1CCN(c2ccc(NCc3ccc(C(C)C)cc3)cc2)CC1 | 103 | 22 | -6 | -8 | -1.5 | 99 | 4 | -2 | -3
Cc1cc(C)nc(NC(=NCCc2c[nH]c3ccccc23)NC(=O)C(C)(C)C)n1 | 103 | 6 | -25 | -3 | 3.0 | 99 | 0 | 13 | 0
O=C(O)c1ccc(N/N=C/c2c(F)cccc2Cl)cc1 | 99 | 7 | 17 | -8 | -2.8 | 98 | 3 | -1 | -9
CC1=CC(C)(C)N(C(=O)CNC2CCCC2)c2cc(C)ccc21 | 94 | 31 | 13 | 24 | 0.2 | 101 | -11 | -11 | -7
Nc1nc(SCc2ccccc2)[nH]c(=O)c1-c1ccccc1 | 90 | 0 | 35 | -11 | -0.6 | 86 | -8 | 4 | -4
Cc1ccc(-n2nc(C)c3c2OC(N)=C(C#N)C3c2ccccc2F)cc1 (centres undefined) | 97 | 12 | -2 | 1 | -0.6 | 96 | 0 | -9 | -4
CC(c1cccnc1)N(CCN(C)C)C(=O)Nc1ccc(Cl)cc1 (centres undefined) | 97 | -2 | 4 | 1 | 2.3 | 95 | -7 | 16 | 2
COc1ccnc(CSC(N)=Nc2cccc(C(F)(F)F)c2)c1 | 97 | -6 | -8 | 7 | 1.4 | 95 | -2 | -19 | -2
N#CCCN(Cc1cccnc1)C(=O)Nc1ccc(Cl)c(Cl)c1 | 105 | -2 | 0 | -1 | 0.6 | 109 | 2 | 2 | 1
CCc1ccc(NC(=S)NCC2CCCN2CC)cc1 (centres undefined) | 70 | 0 | 6 | 3 | 1.2 | 59 | -13 | 9 | -8
C=CCNC(=S)NC(=O)c1ccc(C)c(Br)c1 | 101 | 9 | 14 | -11 | -1.0 | 102 | 4 | -4 | -6

MEKK2 mut-MEK5: entries above that show a hit
Structure,MEKK2 WT-MEK5,HCV NS3 hel inh,UBC9 SUMO inh,CRFR2-BP ag,MEKK3 PB1 HTS,MEKK2 mut-MEK5,CRFBP-R2 block,GalR3 antagonist
CCCN(CCC)CCNC(=O)c1cc2c(-c3ccc(Cl)cc3)nn(C)c2s1,184*,-56,20,-1.8,106,42*,2,-11

In the list so far, these contain an aryl thioether with sulfur outside any ring.
SMILES | MEKK2 WT-MEK5 | HCV NS3 hel inh | UBC9 SUMO inh | DNA FID counter | CRFR2-BP ag | MEKK3 PB1 HTS | MEKK2 mut-MEK5 | CRFBP-R2 block | GalR3 antagonist
O=C(NC(=S)NCCSc1ccccc1)c1cccnc1 | 98 | -9 | 4 | -18 | -1.9 | 102 | 0 | -27 | 0
COc1cccc(-n2c(Cc3cc(=O)[nH]c(=O)[nH]3)nnc2SCC(=O)NC2CCCC2)c1 | 99 | -1 | 10 | -6 | 0.1 | 97 | -1 | -13 | -3
Cc1ccc2nc(SCC(=O)Nc3ccc(C(N)=O)cc3)[nH]c2c1 | 102 | 11 | 30 | -4 | 0.4 | 105 | -3 | -10 | -2
CCS(=O)(=O)c1ccc(Sc2nncn2C)c([N+](=O)[O-])c1 | 79 | 6 | 1 | -2 | 1.4 | 95 | -14 | -6 | 0
CSc1cccc(NC(=O)C2CCN(S(=O)(=O)c3cnc[nH]3)CC2)c1 | 100 | -6 | -4 | -5 | 1.1 | 98 | 0 | -1 | 2
CN1Cc2c(N3CCOCC3)nc(SCCC#N)c(C#N)c2CC1(C)C | 96 | -12 | 19 | 0 | 1.7 | 93 | -7 | -3 | 3
COc1ccc(-c2nnc(Sc3nc4ccccc4o3)c3ccccc23)cc1 | 93 | -5 | -3 | -12 | 0.1 | 104 | 4 | 5 | -9
Nc1nc(SCc2ccccc2)[nH]c(=O)c1-c1ccccc1 | 90 | 0 | 35 | -11 | -0.6 | 86 | -8 | 4 | -4
